NOD1 NF-kB reporter – NOD1 signaling inhibitors, primary screen, cell-based, luminescence, uHTS (AID 1578) | NOD1-driven NF-kB luciferase reporter cells, luminescence; higher % means a stronger effect | inhibition, % at 4 µM; hits with a dose series show EC50 in µM | 290,000 compounds, 1% hits; in the data active = inhibition mostly above about 36%, no sharp cut-off; inactive = mostly below about 34%;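 note: HEK-293T reporter cells stimulated with the NOD1 agonist gamma-tri-DAP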
KOR beta-arrestin-1 – KOR agonists, beta-arrestin recruitment, primary screen, cell-based, luminescence, uHTS (AID 1777). Kappa-type opioid receptor (Homo sapiens). KOR beta-arrestin recruitment, luminescence; higher % means a stronger effect. activation, % at 10 µM, or EC50 in µM where a hit was titrated. 280,000 compounds, 0.02% hits; in the data active = activation above about 50%, passing the limit was not always enough; note: a part of the inactive calls stands beside numbers as strong as those of hits
NOD2 inhibition – NOD2 signaling inhibitors, cell-based, luminescence, uHTS, HEK293 (AID 1566); HEK293 NOD2/NF-kB luciferase reporter, luminescence; higher % means a stronger effect; inhibition, % at 4 µM, or EC50 in µM where a hit was titrated; 290,000 compounds, 0.63% hits; note: many of its hits are not listed in these tables
T cell HTS – modulators of CD8 T cell-vesicle binding, primary screen, mouse 2C CD8+ T cells, flow cytometry; calls only at 7 µM; 2C CD8+ T cell-vesicle binding; active compounds read low; 330,000 compounds, 0.068% hits;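 active = response, share of CD8 T cells binding vesicles, and their 90th percentile fluorescence all below set limits, cut at about 80% in these data, passing the limit was not always enough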
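Incubation: binding step 1.5 h, 37 °C, antibody labelling 20 min, ice; system: murine 2C transgenic CD8+ T lymphocytes; technique: cytometric PE anti-B7-1 and Alexa647 anti-CD8 signals after 1% paraformaldehyde fixation; also added: QL9-charged Drosophila Ld/ICAM-1/B7-1 vesicles; control set: naked versus QL9-loaded vesicles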
GPR55 LPI antagonism – GPR55 antagonists blocking LPI-driven arrestin recruitment, primary screen, imaging, U2OS, beta-arrestin-GFP, LPI agonist (AID 2013); G-protein coupled receptor 55 (Homo sapiens); U2OS GPR55 beta-arrestin-GFP translocation imaging, LPI antagonism; higher % means a stronger effect; inhibition, % at 10 µM, or IC50 in µM where a hit was titrated; 290,000 compounds, 0.13% hits;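 active = spots per cell inhibited over 60%, with over 100 cells counted and total cytoplasm intensity under 500,000; inconclusive = wells with under 100 cells, flagged as likely toxic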;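 note: U2OS cells stably carrying GPR55 and arrestin-GFP stimulated by 5 µM LPI near EC80; imaged beta-arrestin-GFP aggregate spots per cell after agonist stimulation; plate controls were LPI-stimulated DMSO wells for no effect and DMSO wells without LPI for full effect; some results filed as inactive read as strong as hits; confirmed hits need IC50 under 10 µM and bright autofluorescent wells are also inconclusive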
GPR55 beta-arrestin – GPR55 agonists via beta-arrestin recruitment, primary screen, imaging, U2OS cells, beta-arrestin-GFP redistribution (AID 1961); G-protein coupled receptor 55 (Homo sapiens); U2OS GPR55 beta-arrestin-GFP redistribution imaging; higher % means a stronger effect; one-dose activation, % at 10 µM; EC50 in µM for titrated hits; 290,000 compounds, 0.048% hits;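 active = activation above 40% with more than 50 cells counted in the well; inconclusive = wells holding fewer than 50 cells, flagged as toxic or sparse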;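 note: U2OS osteosarcoma cells stably expressing GPR55 and beta-arrestin-GFP; plate controls were DMSO negative control for no effect and LPI positive control for full effect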
NTR1 agonist – agonists of NTR1, primary screen, imaging, U2OS cells, beta-arrestin-GFP, high content (AID 493036); NTR1-U2OS beta-arrestin-GFP spot imaging, agonist mode; activation, % at 20 µM; 330,000 compounds, 0.17% hits; Neurotensin receptor type 1 (Homo sapiens), P30989;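 active = activation at or above 40% of the spot to cytoplasm intensity ratio, with at least 20 cells analyzed; inconclusive = wells under 20 cells, flagged as cytotoxic or low count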;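 note: 0% = DMSO without peptide and 100% = 100 nM NTR1 peptide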
Target sequence (P30989 whole entry, looked up): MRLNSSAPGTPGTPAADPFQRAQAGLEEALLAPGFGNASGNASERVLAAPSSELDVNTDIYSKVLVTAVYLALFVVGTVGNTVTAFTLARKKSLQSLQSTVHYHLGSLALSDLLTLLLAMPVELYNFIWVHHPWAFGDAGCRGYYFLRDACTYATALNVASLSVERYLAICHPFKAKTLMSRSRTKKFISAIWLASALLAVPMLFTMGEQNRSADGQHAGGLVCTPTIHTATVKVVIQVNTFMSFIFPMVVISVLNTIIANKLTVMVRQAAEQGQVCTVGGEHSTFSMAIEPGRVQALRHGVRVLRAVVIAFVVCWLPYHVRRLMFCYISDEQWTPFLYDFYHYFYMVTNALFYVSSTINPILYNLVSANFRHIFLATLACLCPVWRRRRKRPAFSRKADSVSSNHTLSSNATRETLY
KOR beta-arrestin-2 – KOR antagonists, beta-arrestin recruitment, cell-based, luminescence, uHTS (AID 1778); Kappa-type opioid receptor (Homo sapiens); KOR beta-arrestin recruitment, luminescence, antagonist mode; higher % means a stronger effect; inhibition, % at 10 µM; hits with a dose series show IC50 in µM; 290,000 compounds, 0.091% hits; note: strong numbers were not always called active
Myeloid diff MLP – induction of myeloid progenitor differentiation, primary screen, cell-based, flow cytometry, MLPCN library. ER-HoxA9 myeloid progenitors, lysozyme-GFP differentiation. calls only at 10 µM. 360,000 compounds, 1% hits. AID 624256, 2012;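 active = normalized GFP-positive differentiation at or above the plate's own cutoff, the solvent-only control mean plus 3 SD; inconclusive = no clear call, values can overlap the other calls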;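 note: cells exposed to compound for four days before flow analysis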
T cell HTS vesicle-bound % – recorded beside T cell HTS, whose call it bears; double positive events, %; measured here: CD8+ vesicle-bound cell fraction;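 binding gate set so that unloaded-vesicle control wells show 10% double positive cells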
NTR1 agonist cell count 20 µM – further read-out of NTR1 agonist, marked with its call; cell count; measured here: cell count, cytotoxicity flag
Myeloid diff MLP GFP+ MAC1+ % – second read-out of Myeloid diff MLP, no call of its own (marks repeat the call); GFP+ MAC1+ double positive, %; measured here: differentiation confirmed by MAC1 staining
Numbers without * were called inactive; i = inactive; ? = inconclusive; · = not tested or not shown; [ ] = dose if it differs, or a comment. Cut-off read from the data, not from the text of the source, unless noted: active = inhibition above about 50%; inactive = the rest. Not all compounds are listed (hit frequency here may not be typical).

SMILES | NOD1 NF-kB reporter | KOR beta-arrestin-1 | NOD2 inhibition | T cell HTS | T cell HTS vesicle-bound % | GPR55 LPI antagonism | GPR55 beta-arrestin | NTR1 agonist | NTR1 agonist cell count 20 µM | KOR beta-arrestin-2 | Myeloid diff MLP | Myeloid diff MLP GFP+ MAC1+ %
CCC1Sc2ccccc2N(CC(=O)NCCC2=CCCCC2)C1=O (configuration not stated) | 0.5% | 8.5% | -1.5% | i | 8.4 | 4.9% | -0.1% | 3.5 | 91 | -37.6% | i | 7.3
COc1ccc(Cl)c2c1[nH]c1nc(SCc3ccccn3)nnc12 | -7.2% | -3.9% | -76.1% | i | 36.4 | -7.1% | -0.3% | 3.0 | 77 | 1.6% | i | 0.6
Cc1[nH]c(C)c(S(=O)(=O)NCCc2ccccc2)c1C(=O)N1CCCCC1 | -24.3% | -1.8% | -8.1% | i | 31.8 | -0.5% | -0.1% | 1.4 | 52 | 3.9% | i | 1.9
Cc1nc2c(c(=O)n1CCC1=CCCCC1)c1nc3ccccc3nc1n2/N=C/c1ccccc1 | 14.3% | 1.4% | -14.5% | i | 28.5 | -0.9% | 0.6% | 19.3 | 87 | -9.9% | i | 2.3
COc1ccc2[nH]cc(CCNC(=O)CS(=O)(=O)Cc3ccccc3)c2c1 | -8.5% | 2.0% | 7.2% | i | 20.4 | -4.0% | -0.2% | -1.9 | 36 | -8.4% | i | 0.3
O=C(O)c1cccc(NC(=O)c2ccc(N3C(=O)c4ccc(C(=O)Nc5cccc(C(=O)O)c5)cc4C3=O)cc2)c1 | 0.2% | -0.2% | 5.6% | i | 38.6 | 12.3% | 0.0% | -0.2 | 58 | -21.3% | i | 1.3
[S-]c1nnc(-c2ccc(Br)cc2)n1-c1ccccc1.[Zn+2] | 27.1% | -6.7% | 6.2% | i | 14.3 | 3.7% | -0.2% | 0.3 | 54 | 26.5%[20 µM] | i | 0.5
C=CCn1c(-c2csc3c2CCC(C)C3)n[nH]c1=S (configuration not stated) | -11.9% | 3.9% | 19.2% | i | 46.3 | 4.8% | 0.2% | 0.7 | 60 | · | i | 0.7
CCCn1c(SCC(=O)Nc2nnc(C)s2)nnc1-c1ccoc1C | -0.3% | 3.1% | -7.7% | i | 56.4 | -3.6% | -0.2% | 0.6 | 55 | -24.1% | i | 0.8
COCCCNCCOCCOc1ccccc1-c1ccccc1 | 17.9% | 15.7% | -17.6% | i | 24.3 | 10.2% | -0.8% | 0.9 | 67 | -22.4% | i | 0.5
COc1ccc(C2CC2/C(C)=N/OC(=O)c2cccs2)cc1 (configuration not stated) | -23.5% | 0.6% | 1.6% | i | 59.5 | 3.7% | -0.1% | 2.0 | 49 | -17.5% | i | 1.4
CCCOc1ccc(NC(=O)CC2Nc3ccccc3NC2=O)cc1 (configuration not stated) | -13.9% | 1.2% | 14.5% | i | 7.1 | -4.6% | -0.6% | 3.9 | 36 | -1.5% | i | 0.8
CSc1ccccc1C(=O)NCCc1ccc(S(=O)(=O)N2CCCCC2)cc1 | -17.7% | 2.9% | 5.2% | i | 37.5 | -9.9% | 0.0% | 2.3 | 89 | 15.7% | i | 9.6
CN=c1scc(-c2ccccc2Br)n1/N=C/c1ccc[nH]1 | 12.4% | 9.9% | 42.5% | i | 33.7 | 8.7% | -0.4% | 2.3 | 46 | -41.6% | · | ·
CCCCCCC(=O)NNC(=O)CC(=O)Nc1ccccc1C(=O)O | -1.8% | -10.6% | 19.4% | i | 6.1 | 1.5% | -0.3% | 0.7 | 82 | -11.6% | i | 0.4
O=C1c2ccccc2NC(c2ccccc2Cl)N1N=C1CCCCCC1 (configuration not stated) | -21.2% | 11.8% | -25.4% | i | 9.3 | 7.1% | 0.0% | 8.3 | 48 | -8.4% | i | 0.5
CCCOc1ccc(Cc2nc(N)nc(N)n2)cc1 | -4.7% | 1.3% | 9.9% | i | 8.0 | -7.9% | -0.5% | -0.6 | 66 | -4.7% | i | 9.7
CCOC(=O)n1c(=O)n(Cc2c(Cl)cccc2Cl)c2ccccc21 | 15.8% | 2.3% | 8.7% | i | 40.1 | 10.6% | -0.1% | 4.6 | 51 | -9.3% | i | 1.5
CN(CC(=O)NCc1cccs1)CC(=O)Nc1ccc(F)c(F)c1F | -24.9% | -0.7% | 9.4% | i | 29.0 | 10.5% | 0.3% | -0.4 | 63 | 10.6% | i | 1.2
O=C(NC(Cc1ccccc1)c1nc2ccccc2[nH]1)c1ccc(Cl)c([N+](=O)[O-])c1 (configuration not stated) | -15.3% | 3.5% | 10.1% | i | 36.5 | 6.5% | 0.4% | 10.8 | 88 | -34.8% | i | 0.1
Cc1nnc(SCCn2c(N3CC(C)CC(C)C3)nc3c2c(=O)n(C)c(=O)n3C)s1 (configuration not stated) | -6.2% | -5.4% | 9.9% | · | · | 2.8% | -0.2% | · | · | 37.4% | i | 1.0
CCN(CC)CCCCNc1ncc2cc(-c3cc(OC)cc(OC)c3)c(NC(=O)NC(C)(C)C)nc2n1 | 23.8% | -6.7% | 6.7% | i | 17.2 | 8.3% | -0.1% | 13.1 | 49 | -24.4%[20 µM] | i | 8.7
O=C(O)CCC(=O)Nc1ccc(SSc2ccc(NC(=O)CCC(=O)O)cc2)cc1 | -1.0% | -2.7% | 0.7% | i | 55.5 | 4.6% | 0.0% | -2.0 | 85 | 0.4% | i | 0.9
COC(=O)c1cccnc1-n1c(=O)c2cccnc2n(Cc2ccc(Cl)cc2)c1=O | -6.0% | 1.0% | 4.3% | i | 57.5 | 16.8% | 0.2% | 0.4 | 59 | 10.5% | i | 1.6
O=C(NC1CCOCC1)C1CCC(=O)N(Cc2ccc(Cl)cc2)C1 (configuration not stated) | -26.8% | 0.7% | -0.2% | i | 13.8 | -10.8% | -0.1% | 0.8 | 63 | 5.1% | i | 0.0
CCOc1cc(C#N)c(NC(=O)c2ccnn2C)cc1OCC | -4.3% | -2.7% | 16.3% | i | 53.3 | -2.5% | -0.1% | 5.1 | 60 | 1.8% | i | 1.6
COc1ccc(CCN2CC(C(=O)N(C)CCc3cn[nH]c3)CCC2=O)cc1 (configuration not stated) | 12.2% | 1.0% | 10.6% | · | · | 5.8% | -0.2% | 0.5 | 78 | -1.1% | i | 0.6
Cc1ccc(C(=O)N2CCN(c3ccc([N+](=O)[O-])c(NCc4cccnc4)c3)CC2)cc1 | -25.6% | 4.7% | 4.2% | i | 2.7 | 0.8% | 0.5% | 1.0 | 29 | 6.8% | i | 0.5
Cc1ccccc1CNC(=O)CN(c1ccccc1Cl)S(C)(=O)=O | 20.3% | -0.4% | -17.5% | i | 59.5 | 2.0% | -0.3% | 0.0 | 57 | -0.3%[20 µM] | i | 0.7
COn1c(-c2ccc(Cl)cc2)nc2ncccc21 | -12.5% | 1.1% | -56.5% | i | 46.0 | -2.7% | 0.4% | -1.5 | 97 | -5.1% | i | 0.5
CCOC(=O)C1CCN(C(=O)Cn2cc(C#N)c3ccccc32)CC1 | -12.1% | -4.0% | 1.5% | i | 36.1 | 15.7% | 0.0% | 2.1 | 55 | 9.7% | i | 0.7
Nc1nc(-c2ccccc2Br)cs1 | -15.0% | -4.0% | 12.0% | i | 32.4 | 7.1% | 1.0% | -3.2 | 42 | 11.6% | ? | ·
COc1cccc(-n2nnc3c(=O)n(Cc4cccc(C)c4)cnc32)c1 | 5.9% | -0.9% | -1.9% | i | 30.0 | 13.1% | -0.1% | 1.7 | 88 | -38.0% | i | 1.6
O=C(CC1(O)C(=O)N(Cc2cccc3ccccc23)c2ccccc21)c1cccnc1 (configuration not stated) | 7.6% | 3.0% | 5.9% | i | 21.6 | 1.1% | -0.1% | 4.2 | 80 | -107.0% | i | 0.8
CNC(=S)N/N=C/c1ccc(-c2ccc(Cl)c([N+](=O)[O-])c2)o1 | -23.7% | 0.5% | -1.1% | i | 52.1 | -4.7% | -0.2% | 3.6 | 47 | -73.5%[20 µM] | i | 0.0
Cc1cc(C(=O)OCC(=O)NC(=O)NC(C)(C)C)c(C)o1 | -19.7% | -1.0% | 7.1% | i | 32.0 | -7.4% | -0.1% | -0.1 | 47 | -5.4% | i | 0.8
CC(=O)N1CCC(N(C(=O)Nc2ccc(C)c(C)c2)C2CCCC2)CC1 | -24.4% | -4.8% | -4.4% | i | 2.6 | 7.6% | 0.1% | 0.9 | 52 | 24.2% | i | 6.1
CCOC(=O)c1c(C)nc2ccccn12 | -19.0% | 13.0% | 2.6% | i | 60.2 | 4.5% | -0.2% | 0.9 | 60 | -8.1% | i | 5.1
Cc1ccc(C2CC(c3ccc(NS(C)(=O)=O)cc3)=NN2C(=O)c2ccco2)cc1 (configuration not stated) | -7.6% | 1.5% | 14.5% | i | 7.9 | 20.2% | -0.2% | 0.7 | 39 | -23.8% | i | 0.8
Oc1c(Br)cc(/C=N/n2c(-c3ccccc3)n[nH]c2=S)c(Br)c1O | -1.1% | -2.2% | -9.7% | i | 40.7 | -7.6% | -0.2% | · | · | -15.4% | · | ·
COc1cccc(OC)c1C(=O)Nc1ccc(CN2CCCCC2)cc1 | 4.9% | 6.7% | 9.1% | i | 53.2 | 54.6% | 0.6% | -4.5 | 79 | -20.6% | i | 2.1
CCCCC(=O)N1CC2(C)CN(C(=O)CCCC)CC(C)(C1)C2=O | 7.6% | 3.1% | 9.1% | i | 37.0 | 17.0% | -0.2% | -1.3 | 38 | -17.9% | i | 0.6
COc1ccc(CC(=O)NCCCSc2ccccc2)cc1OC | 25.7% | -3.8% | 3.6% | i | 5.8 | -12.7% | 0.0% | 1.7 | 65 | 10.4% | i | 0.1

Compound activity deposited in PubChem BioAssay by several laboratories.
